PKA-R1A act = PKA-R1A complex activation. activation, % at 11.4 µM. PKA-R1A dissociation, Cy5-IP20 fluorescence polarization; scaled: DMSO 0%, 113 µM cGMP 100%. P00514+P68181. 340,000 tested, 0.083% active;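 active = percent activation above the mean of all tested compounds plus 3 SD, cut at about 19% in these data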;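 note: higher means more PKAc released from R1A so a rise in polarization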
MITF TRPM1 HTS = activators of MITF-driven TRPM1 promoter activity in SK-MEL-5 cells; 300,000 tested, 0.75% active; activation, % at 12.5 µM; SK-MEL-5 TRPM1-promoter luciferase, 24 h; % of positive control, neutral wells = 0; AID 588334;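 active = mean activation of at least 80% with every replicate also reaching 80%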;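 note: 0% = neutral control wells and 100% = parthenolide positive control wells; values of inactives mirror those of a sister screen read the other way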
dFosB act = mouse delta FosB homodimer activation. P13346. 340,000 tested, 0.99% active. activation, % at 25 µM. purified delta FosB, TAMRA-CDK5 oligo fluorescence polarization; percent of positive-control signal above neutral wells;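 active = mean activation above about 17%, with every replicate also reaching it, limit read from the data, passing the limit was not always enough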;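 note: fluorescence polarization rise as delta FosB binds a TAMRA Cdk5 AP-1 oligo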
Target sequence (P13346 whole entry, looked up): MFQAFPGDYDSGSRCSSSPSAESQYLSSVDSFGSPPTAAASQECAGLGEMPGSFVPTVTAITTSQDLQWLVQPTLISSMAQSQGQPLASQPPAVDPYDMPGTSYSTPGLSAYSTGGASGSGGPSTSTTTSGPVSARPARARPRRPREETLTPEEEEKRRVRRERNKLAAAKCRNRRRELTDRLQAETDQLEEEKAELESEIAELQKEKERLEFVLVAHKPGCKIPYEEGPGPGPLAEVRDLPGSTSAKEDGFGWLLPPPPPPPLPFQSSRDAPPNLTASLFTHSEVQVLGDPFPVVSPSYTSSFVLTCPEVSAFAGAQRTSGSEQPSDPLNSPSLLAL
CDK5 inh = inhibitors of human CDK5/p35 kinase; AID 488839; Recombinant CDK5/p35, ADP-Glo luminescence, 60 min; inhibition, % at 10 µM; 330,000 tested, 0.01% active; Q00535+Q15078;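 active = highest replicate inhibition of at least 50% and at least 75% of replicates reaching 50%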;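 note: plate controls were DMSO neutral control for no effect and GW8510 at 10 µM for full effect; many of its hits are not listed in these tables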
NSD2 HMT inh = inhibitors of human histone methyltransferase NSD2 | NSD2 peptide methylation, AlphaScreen, 120 min | inhibition, % at 12.5 µM | 310,000 tested, 0.54% active | AID 743445; in the data active = inhibition above about 50%
SR-BI uptake up = activators of SR-BI mediated HDL lipid uptake | CHO ldlA[mSR-BI] cells, DiI-HDL uptake fluorescence, 3 h; 100 = double the neutral-control signal | 320,000 tested, 0.096% active | AID 504775 | activation, % at 12.5 µM;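 active = mean replicate activation of at least 60% and every replicate at or above 60%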;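 note: 0% = median plate neutral-control signal and 100% = twice that signal; values of inactives mirror those of a sister screen read the other way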
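Assay system: CHO ldlA[mSR-BI] cells, LDL receptor-null, SR-BI overexpressing; medium: Ham's F12 with 0.5% BSA, HEPES 25 mM, pH 7.4; also added: DiI-HDL 10 µg/mL; timing: 3 h uptake period with compound, 37 °C; signal: DiI fluorescence, bottom read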
Arr AP2 block = inhibitors of human beta-arrestin and AP2 interaction | FITC-arrestin peptide / GST-AP2 beads, flow cytometry; AP2 beta2 appendage carries R879A mutation | inhibition, % at 10 µM | 340,000 tested, 0.31% active;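 active = inhibition above a set limit, near 3 SD of compounds lacking own fluorescence, cut at about 54% in these data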;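 note: plate controls were DMSO wells for no effect and 5 µM unlabelled arrestin peptide for full effect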
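System: GST-AP2 R879A glutathione beads; medium: PBS, Tween 20 0.05%, BSA 0.1%; reagent: fluorescein-tagged arrestin peptide at 50 nM final; schedule: pre-incubation 12 min, peptide binding 1 h, room temperature; detection: flow cytometry, FL1 (488/535 nm); read-out: inhibition as reduced fluorescein signal on beads, percent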
PKA-R2B activ = activators of human PKA-R2B complex; activation, % at 11.4 µM; 340,000 tested, 0.079% active; P22694+P31323; AID 504700; PKA-R2B holoenzyme dissociation, Cy5-IP20 fluorescence polarization; R2B truncated from residue 108, S112A mutant; 0% DMSO only, 100% 113 µM cGMP;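 active = activation above a cutoff set at the mean over all compounds plus 3 SD, cut at about 18% in these data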;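 note: higher means more holoenzyme dissociation and a rise in polarization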
Mot1-301 SUMO = blocks SUMOylation pathway, rescuing yeast Mot1-301 growth | S. cerevisiae Mot1-301 growth rescue, ATP luminescence, 38.5C; percent above DMSO median, 100 means doubled | growth rescue, % at 18.8 µM | 320,000 tested, 1% active;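 active = every valid replicate shows activation above 250% relative to neutral control wells; inactive = the rest, any valid replicate at or below 250%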;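 note: OY570 slx delta 5 strain wells were the positive control but not used for scaling; some compounds called inactive have numbers as strong as hits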
SR-BI DiI inh = blocks mouse SR-BI lipid uptake from DiI-HDL | ldlA[mSR-BI] CHO cells, DiI-HDL uptake fluorescence, 3 h | inhibition, % at 12.5 µM | 320,000 tested, 0.96% active | AID 488896;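 active = mean replicate inhibition of at least 70% and a set share of replicates each scoring 70 or more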;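 note: 0% = median of neutral control wells and 100% = median of positive control wells; values of inactives mirror those of a sister screen read the other way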
Target sequence (Q61009 whole entry, looked up): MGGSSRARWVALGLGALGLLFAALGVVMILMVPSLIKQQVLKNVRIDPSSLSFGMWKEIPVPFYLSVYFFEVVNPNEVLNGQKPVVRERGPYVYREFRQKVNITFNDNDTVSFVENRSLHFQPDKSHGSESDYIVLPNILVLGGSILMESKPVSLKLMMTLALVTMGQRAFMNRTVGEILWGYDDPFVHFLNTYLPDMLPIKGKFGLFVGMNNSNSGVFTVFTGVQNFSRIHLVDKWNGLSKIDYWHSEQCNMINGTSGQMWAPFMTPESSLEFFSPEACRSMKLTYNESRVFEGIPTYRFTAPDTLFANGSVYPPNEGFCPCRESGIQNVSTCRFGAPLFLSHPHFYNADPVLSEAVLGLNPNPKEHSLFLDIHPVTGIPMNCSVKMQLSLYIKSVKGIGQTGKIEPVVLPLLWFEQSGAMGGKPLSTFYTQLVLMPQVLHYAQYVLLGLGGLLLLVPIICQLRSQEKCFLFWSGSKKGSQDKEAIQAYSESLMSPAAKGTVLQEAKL
Pemphigus Ab inh = blocks pemphigus antibody binding to human desmoglein-3. P32926. DSG3-coupled beads, scFv-anti-DSG3-GFP binding, flow cytometry; stronger effect = lower value. binding (percent of control), % at 10 µM. 310,000 tested, 0.48% active;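 active = binding more than 3 SD below its plate's average and above zero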;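 note: hits lower antibody fragment binding to DSG3; some compounds called inactive have numbers as strong as hits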
Starred values were filed as active, the others as inactive; . = no result given; & = joins results of further samples. Random draw from the library; about 4.7% have a hit in one of these screens.

CDK5 inh	SR-BI uptake up	PKA-R2B activ	MITF TRPM1 HTS	Arr AP2 block	Mot1-301 SUMO	NSD2 HMT inh	PKA-R1A act	dFosB act	SR-BI DiI inh	Pemphigus Ab inh	canonical_smiles
0.9	-5.6	-6.9	19.1	-5.4	84.3	-0.8	-4.8	5.2	5.6	103.8	CC(CCc1ccccc1)NC(=S)NC1CCCCC1 (configuration not stated)
1.6	2.4	-8.5	.	17.1	2.3	-4.0	0.5	-8.7	-2.4	122.9	CC(C)(C)c1ccc(C(=O)NCCOc2ccccc2)cc1
-0.1	5.1	-1.7	-13.2	-6.8	-14.9	8.8	-0.7	-4.3	-5.1	112.9	Cn1cc(C=C2C(=O)CC(C)(C)CC2=O)c2ccccc21
1.1	13.7	-15.3	1.3	7.8	-10.2	-0.6	-8.3	-5.3	-13.7	96.1	COc1ccc(/C=c2/sc3n(c2=O)NC2(c4ccccc4)N(C)C(=O)N(C)C2(c2ccccc2)N=3)cc1 (configuration not stated)
-1.1	0.5	13.9	-6.6	-7.4	-3.2	59.4*	0.8	2.2	-0.5	98.3	COc1ccc(/C=C(\C#N)C(=O)N2COCC2(C)C)cc1
2.2	-7.0	8.7	-7.7	-18.0	364.7*	7.2	-0.6	-12.1	7.0	109.7	O=C(c1ccc(-c2ccccc2)cc1)C1CCCN(Cc2ccncc2)C1 (configuration not stated)
0.4	26.5	2.6	-7.8	-4.2	7.7	-0.2	5.4	-1.6	-26.5	100.8	CCOc1ccc(-c2nnn(CC(=O)N3CCCC(C)C3)n2)cc1 (configuration not stated)
-0.1	-26.6	3.8	2.1	6.2	-8.6	-2.4	-1.8	-6.7	26.6	99.2	Cc1nc(N2CCc3ccccc3C2)[nH]c(=O)c1Cc1ccccc1
0.6	-95.9	-1.6	-5.2	1.4	-17.5	24.4	-3.0	-1.6	95.9*	108.9	COc1ccc2cc(C(=O)N/N=C/c3sc4ccccc4c3O)ccc2c1
0.2	.	1.7	3.4	3.5	.	-4.6	5.9	-3.2	-11.4	.	Cc1ccc(NC(=O)C2=C(O)c3sccc3N(C)S2(=O)=O)cc1
0.8	11.8	-4.9	5.3	-11.7	71.5	2.4	-4.5	-0.8	-11.8	107.0	COc1ccc2c(C=O)c[nH]c2c1
0.8	12.3	-3.2	1.7	6.9	21.1	-3.3	-13.5	1.1	-12.3	106.5	COc1ccc(CNC(=O)CNC(=O)[C@@H]2Cc3ccccc3CN2)cc1
-1.2	16.8	-8.2	0.4	6.2	285.8	4.5	-4.8	5.3	-16.8	107.5	Nc1ncc2c(n1)CC(c1ccco1)CC2=O (configuration not stated)
-1.2	6.2	-15.1	12.4	22.6	-15.5	-1.8	-6.7	-5.7	-6.2	103.4	CCCc1nnc(NC(=O)Cn2cnc3ccccc3c2=O)s1
-4.2	.	14.8	9.8	2.8	0.0	-3.1	-8.9	29.7*	.	102.0	COc1ccc(/C(C)=N/NC(=O)c2nnn(-c3nonc3N)c2-c2ccccc2)cc1
-1.1	18.4	-1.4	.	0.8	-8.3	1.0	-11.8	-5.7	-18.4	.	Cc1ccc(C(c2nnnn2C(C)(C)C)N2CCN(C3CCCC3)CC2)cc1 (configuration not stated)

Two entries drawn at random from those above, as already listed:
CDK5 inh	SR-BI uptake up	PKA-R2B activ	MITF TRPM1 HTS	Arr AP2 block	Mot1-301 SUMO	NSD2 HMT inh	PKA-R1A act	dFosB act	SR-BI DiI inh	Pemphigus Ab inh	canonical_smiles
0.6	-95.9	-1.6	-5.2	1.4	-17.5	24.4	-3.0	-1.6	95.9*	108.9	COc1ccc2cc(C(=O)N/N=C/c3sc4ccccc4c3O)ccc2c1
-1.2	6.2	-15.1	12.4	22.6	-15.5	-1.8	-6.7	-5.7	-6.2	103.4	CCCc1nnc(NC(=O)Cn2cnc3ccccc3c2=O)s1

Additional records follow.
CDK5 inh	SR-BI uptake up	PKA-R2B activ	MITF TRPM1 HTS	Arr AP2 block	Mot1-301 SUMO	NSD2 HMT inh	PKA-R1A act	dFosB act	SR-BI DiI inh	Pemphigus Ab inh	canonical_smiles
1.4	7.3	5.2	1.5	-3.8	9.4	-1.8	-10.6	-3.7	-7.3	93.8	O=C(Nc1cccnc1)c1cccc([N+](=O)[O-])c1
3.7	15.4	-6.7	43.0	31.9	-3.2	-1.0	-5.4	-1.8	-15.4	109.3	C=CCn1cnc2c(NCc3ccccc3)ncnc21
-1.8	32.8	-8.2	-12.1	4.7	13.4	-1.5	0.3	2.0	-32.8	105.4	Cc1ccc(C(=O)N2CCN(c3ncccn3)CC2)o1
1.9	-0.4	-0.8	69.1	3.1	-13.9	0.1	0.9	-12.4	0.4	80.8	CCOc1ccc(N2Cc3ccccc3C2)cc1
-8.1	-13.5	-0.7	6.7	1.7	-11.9	-0.4	9.9	-6.0	13.5	115.3	O=C(c1ccc(-c2nc3ccccc3s2)o1)N1CCN(c2ccccc2O)CC1
-1.8	.	-7.0	12.5	1.7	18.0	-3.9	3.4	-7.8	.	102.6	COc1cccc(-c2nc(-c3cccs3)no2)c1
-1.3	8.9	-10.1	8.7	-8.4	-8.2	-0.3	-10.5	-1.5	-8.9	98.0	O=Cc1cn(CC(=O)N2CCc3ccccc32)c2ccccc12
0.6	-21.5	2.1	-0.4	25.0	29.6	34.6	-6.8	-13.0	21.5	91.8	Cc1ccc(C(=O)NNC(=O)C2CCN(C(=O)OC(C)(C)C)CC2)cc1
-0.6	-6.9	-11.2	-5.0	-10.6	45.8	6.1	1.1	-10.5	6.9	90.3	Cc1cccc2cc3c(N)c(C(=O)Nc4ccc(N5CCOCC5)cc4)sc3nc12
-1.5	-56.1	-4.3	-5.1	1.8	5.5	0.1	-6.8	-4.4	56.1	110.2	CCCNC(=O)COC(=O)c1ccccc1OCc1ccc(Cl)cc1
0.7	19.0	-16.1	3.2	23.6	.	5.2	-2.8	0.9	-19.0	101.4	Cc1cc(-c2cc(C)c(N)cc2C)c(C)cc1N
-1.4	-19.2	-4.3	-0.8	-8.0	21.5	.	1.9	14.1	19.2	114.6	Cc1cc(C)c2c(C)c(C(=O)NCc3ccc(S(N)(=O)=O)cc3)oc2c1
-0.8	-43.0	-9.5	-4.6	6.3	-23.7	2.0	0.7	-6.6	43.0	139.4	COC(=O)/C(=N/Nc1ccccc1)N1CCCc2ccccc21
4.9	-1.0	-12.4	-1.5	0.8	-1.5	-0.2	-5.2	5.7	1.0	106.1	O=C(Cc1ccccc1)NC1c2ccccc2-c2ccccc21
0.8	23.2	3.0	17.1	12.9	-3.0	25.2	-5.7	-9.7	-23.2	113.3	O=C(NC1CCCC1)c1cc2nc(-c3ccco3)cc(C(F)(F)F)n2n1
-0.3	-12.9	-12.8	5.1	-19.4	6.9	-0.1	-9.5	-1.7	12.9	109.1	COc1cc(/C=C/C(=O)OCC(=O)N(C)C2CCS(=O)(=O)C2)ccc1OC(F)F (configuration not stated)
0.4	33.0	-4.5	-6.7	-12.5	6.2	1.0	-4.0	-0.1	-33.0	120.2	CN1C(=S)N(c2ccccc2)C(=O)/C1=C/c1ccco1
1.3	-2.0	2.9	.	10.4	-7.6	-2.2	5.6	-4.7	2.0	.	Cc1nc2cc(-c3ccccc3)ccc2o1
-1.1&1.5	14.2&-1.5	-15.4&-3.9	-0.6&-1.3	9.9&-9.7	14.5	1.3&0.9	-3.9&-12.8	-7.6&-15.0	-14.2&1.5	90.2&84.0	O=S(=O)(/N=C(/Nc1ccc(Cl)c(S(=O)(=O)Nc2ccccc2Cl)c1)c1ccc(F)cc1)c1ccccc1
3.7	-9.9	-0.3	.	-1.7	-8.4	.	-5.3	-2.0	9.9	96.7	COc1ccc(-n2c(SCC(=O)N3CCN(c4ccccc4)CC3)nc3c(c2=O)SCC3)cc1
-0.1	-24.9	-0.1	-0.6	10.6	60.7	1.0	1.8	-17.0	24.9	.	CC(NC(=O)c1ccc(C(C)(C)C)cc1)C(c1cccs1)N1CCOCC1 (configuration not stated)
0.2	-43.4	-4.7	-0.4	63.7*	511.1*	-3.1	9.8	-11.2	43.4	87.3	CN(C(=O)COC(=O)c1cc(-c2ccc(Cl)s2)nc2ccccc12)C1CCS(=O)(=O)C1 (configuration not stated)
-0.1	7.9	-5.3	2.7	13.2	-10.0	-0.1	-13.6	2.0	-7.9	101.9	COc1ccc(S(=O)(=O)CCC(=O)NCCc2ccc(Cl)cc2)cc1
-0.9	4.8	-12.2	0.7	-7.4	-17.7	2.2	-11.3	6.3	-4.8	103.2	N=c1nc(-c2ccccc2)ccn1O
-1.1	-13.6	-2.5	78.7	13.3	-2.4	.	6.0	-1.5	13.5	.	CCC(CC)c1nnc(NC(=O)c2ccc3c(c2)OCO3)s1
1.0	-4.0	-3.4	59.9	8.7	-8.7	-3.9	6.5	-0.2	4.0	113.1	O=C(Nc1ncc(Cc2cccc(Cl)c2)s1)c1cccs1
0.4	4.4	7.0	6.4	9.8	-12.4	0.0	3.9	-2.3	-4.4	97.2	CCCc1cc(=O)[nH]c(SCC(=O)NCCC2=CCCCC2)n1
-4.7	.	-6.1	.	9.4	0.2	0.6	-7.1	-7.8	.	91.6	COc1ccc(C(=O)/C=C/NCc2ccc(F)cc2)cc1OC

Screening data from PubChem BioAssay.
